GAA spleen mod: qHTS Assay for Inhibitors and Activators of Human alpha-Glucosidase From Spleen Homogenate; Potency, µM (series often up to 79.9 µM), inactives show at the highest dose activity change, negative = inhibition, actives largely listed as inhibitors; hit rate 0.006% among 240,000; Lysosomal alpha-glucosidase (Homo sapiens), P10253; human spleen homogenate, 4-MU-alpha-glucoside fluorescence;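 also: 0% = enzyme with vehicle and -100% = no enzyme basal signal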
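Human spleen homogenate (1 ug) incubated with compounds and 1 mM 4-methylumbelliferyl-alpha-D-glucopyranoside in pH 5.0 citrate/phosphate buffer, 37 C, 40 min. Stopped at pH 10; 4-MU fluorescence (Ex 365/Em 440 nm); AC50 by Hill fit.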
HttQ103 aggreg: qHTS Multiplex Assay to Identify Dual Action Probes in a Cell Model of Huntington: Aggregate Formation (GFP); Potency, µM (series often up to 46.1 µM), inactives show at the highest dose activity change, negative = inhibition, hits mostly inhibitors; AID 1688, 2009; PC12 HttQ103-GFP aggregates, Acumen cytometry, 40 h; hit rate 1.1% among 220,000; also: % is scaled to controls: 0 for no effect and ±100 for the full control effect; nearly all actives have a fitted effect of over 60% in size
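PC12 cells stably carrying ecdysone-inducible HTT exon 1 Q103–GFP were induced with tebufenozide (100 nM final) and treated with library compounds in titration. GFP aggregates in lysates were counted by laser scanning cytometry.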
RGS12 GoLoco inh: qHTS Assay for Inhibitors of RGS12 GoLoco Motif Activity (Red Fluorophore); Potency, µM (top dose mostly 61.6 µM), inactives show at the top dose activity, negative = inhibition, hits mostly inhibitors; hit rate 0.44% among 230,000; Gai1:RGS12 GoLoco peptide FP, rhodamine, 10 min; Guanine nucleotide-binding protein G(i) subunit alpha-1 (Homo sapiens), P63096; active = well fitted inhibition curve with a large enough effect, not every such curve was filed as active; inactive = no such curve, though single readings can be large or run the other way; also: % is scaled to controls: 0 for no effect and ±100 for the full control effect; nearly all actives have a fitted effect of over 30% in size; many of its hits are not listed in these tables
Target sequence (P63096 whole entry, looked up): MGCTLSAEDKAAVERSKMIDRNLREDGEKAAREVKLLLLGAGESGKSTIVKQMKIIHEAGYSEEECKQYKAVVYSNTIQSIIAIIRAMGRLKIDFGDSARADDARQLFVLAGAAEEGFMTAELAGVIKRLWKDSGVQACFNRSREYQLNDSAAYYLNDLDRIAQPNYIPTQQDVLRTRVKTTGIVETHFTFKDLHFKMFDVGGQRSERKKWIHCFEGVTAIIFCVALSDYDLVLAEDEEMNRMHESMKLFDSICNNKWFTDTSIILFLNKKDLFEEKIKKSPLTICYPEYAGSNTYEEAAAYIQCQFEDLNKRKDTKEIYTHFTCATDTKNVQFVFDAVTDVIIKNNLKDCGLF
GAA glycogen: qHTS Assay for Inhibitors and Activators of Human alpha-Glucosidase Cleavage of Glycogen; recombinant GAA, glycogen substrate, Amplex Red glucose oxidase fluorescence; Potency, µM (doses to about 76.4 µM), for inactives: at the highest dose activity change, negative = inhibition, usual class: inhibitors; hit rate 0.38% among 300,000;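 also: 0% = full enzyme reaction and -100% = no-enzyme basal signal; the screen sought inhibitors and activators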
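qHTS, 1536-well; enzyme 4 nM final; cpd up to 77 uM; substrate bovine liver glycogen 30 ug; 50 mM citrate/phosphate pH 5.0, 0.01% Tween-20; 37 C, 40 min; Amplex Red detection 45 min RT; Hill fit → AC50.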
GAA inhib: qHTS Assay for Inhibitors of Human alpha-Glucosidase as a Potential Chaperone Treatment of Pompe Disease; purified human GAA, 4-MU-alpha-glucoside fluorescence; hit rate 0.005% among 200,000; Potency, µM (doses to about 76.9 µM), for inactives: top-dose activity change, negative = inhibition, most hits filed as inhibitors;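 also: plate controls were uninhibited enzyme wells for no effect and no-enzyme background for full effect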
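Compounds are titrated up to 77 uM against 4 nM human enzyme. Substrate 4-methylumbelliferyl-alpha-D-pyranoside (400 uM) reacts 20 min at room temperature in pH 5.0 buffer; liberated 4-methylumbelliferone is read at 440 nm.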
HTT cytoprotect: qHTS Multiplex Assay to Identify Dual Action Probes in a Cell Model of Huntington: Cytoprotection (ATP) | PC12 HTT-Q103 induced, cytoprotection, ATP luminescence, 40 h | Potency, µM (doses to about 56.4 µM), inactives show cytoprotection (ATP increase), hits mostly activators | hit rate 0.14% among 230,000 | AID 1471, 2008;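 also: % of control where 0% means no effect; nearly all actives have a fitted effect of over 45% in size; toxic huntingtin expression switched on by the ecdysone agonist tebufenozide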
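Rat PC12, Q103 Htt exon1-GFP fusion, ecdysone promoter; tebufenozide inducer 100 nM final; compound titration; qHTS, 1500 cells/well; ATPlite luminescent read.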
IMPase Li inh: qHTS Assay for Identifying the Cell-Membrane Permeable IMPase Inhibitors: Potentiation with Lithium; CHO-M1 cells, IP1 TR-FRET (IP-One), carbachol + lithium; Potency, µM (titrated, usually from 59.4 µM), for inactives: top-dose activity, negative = IMPase inhibition, hits mostly inhibitors; hit rate 0.35% among 210,000; AID 1457, 2008;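 also: IP1 builds up when IMPase is blocked and the TR-FRET signal falls; plate controls were basal vehicle for no effect and high inhibitor control for full effect; nearly all actives have a fitted effect of over 50% in size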
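CHO-M1, 2000 cells/well, 16–30 h culture; cpd + low Li+, 30 min 37C; lysis with d2-IP1/Eu-anti-IP1 Ab, 10 min RT; TR-FRET 665/620 ratio and 620 channel; AC50 via Hill.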
Numbers without * were called inactive; u = inconclusive; x = not tested or not shown; & = joins results of further samples; [ ] = dose if it differs, or a comment. Unless noted, calls follow the shape of the dose curve; as a rule, active = well fitted curve in the direction sought with a large enough effect; inconclusive = small, poorly fitted or top-dose-only effect, or another doubt; inactive = no such curve, though single readings can be large; an effect the other way counts as inactive or inconclusive. Potency is read from the fitted curve at half-maximal effect. Only part of the results is shown. The share of hits here may be higher or lower than overall.

SMILES	GAA spleen mod	HttQ103 aggreg	RGS12 GoLoco inh	GAA glycogen	GAA inhib	HTT cytoprotect	IMPase Li inh
CNC(=O)c1c(NC(=O)c2ccc(S(=O)(=O)N3CCCc4ccccc43)cc2)sc2c1CCN(C)C2	-4%	-22%[9.22 µM]	13%	6%	x	1%[10 µM]	x
CCOC(=O)CSc1nnc(Cc2ccc(OC)cc2)n1-c1ccccc1	-5%	31%	10%	1%	-7%	6%	20%[38.3 µM]
CCOC(=O)c1cnc(SC)nc1Oc1cccc(NC(=O)c2ccc(C)cc2)c1	-6%	11%	-8%	-2%	6%	-5%[10 µM]	-2%
CCN(C(=O)CSc1ncn[nH]1)C1CCCCC1	1%	-4%	0%	-18%	u	34%	-12%[38.3 µM]
CCc1ccccc1N1C(=O)C2CC(C)=C(C)CC2C1=O (configuration not stated)	-10%	-5%	2%	-1%	-4%	-3%	9%[38.3 µM]
CCOC(=O)C1(CCOC)CCN(C(C)CCc2ccc(OC)cc2)CC1 (configuration not stated)	10%	2%[9.22 µM]	15%	-5%	11%	-11%[10 µM]	15%
O=C(CCc1n[nH]c(=O)[nH]c1=O)Nc1cccc([N+](=O)[O-])c1	-24%	-3%	2%	5%	1%	-16%	1%
CCC(=O)N1N=C(c2ccccc2)CC1c1ccc([N+](=O)[O-])cc1 (configuration not stated)	-6%	5%	-6%	-1%	1%	-11%[0.074 µM]	9%
COC(=O)[C@H](Cc1ccccc1)NC(=O)NCCc1ccc(S(N)(=O)=O)cc1	-4%	6%	3%	1%	-3%	1%	1%[38.3 µM]
C/C(=N\NC(=S)Nc1ccc(F)cc1)c1ccc2c(c1)OCCO2	-5%	-21%	-4%	5%	-6%	x	2%
Cc1ccc(NC(=S)/N=C(\N)Nc2nc(C)c3cc(C)ccc3n2)c(C)c1	-6%	-11%	-5%	-8%	1%	-3%[1.9 µM]	5%
COc1cccc(CN(C)CC(=O)Nc2cccc(S(N)(=O)=O)c2)c1OC	5%	5%	1%	1%	-2%	12%[10 µM]	5%
Cc1cccc(NC2=C(C#N)C(=O)NC3(CCCC3)S2)c1	-2%	-13%[9.22 µM]	8%	-10%	-13%	-20%[10 µM]	x
CC(=O)NC(=S)Nc1ccc(NC(=O)COc2ccc(Cl)cc2Cl)cc1	-2%	9%	-6%	7%	-6%	7%	4%[38.3 µM]
CCCCOC(=O)c1ccc(NC(=O)C(=O)NCc2ccco2)cc1	-2%	0%	-2%	5%	-3%	u	-3%
O=C(N/N=C/c1cccc([N+](=O)[O-])c1O)c1cccs1	-7%	16µM*	5%	12%	-6%	4%[10 µM]	11%
FC(F)(F)c1cnc(-n2cc[nH]c2=S)c(Cl)c1	-2%	-1%	-2%	20%	0%	23%	-6%[38.3 µM]
COc1ccc(CN2C(=O)C(C)S/C2=N/N=C/c2ccco2)cc1 (configuration not stated)	-12%	-5%[9.22 µM]	11%	-12%	x	21%[10 µM]	x
CN(CC(=O)O/N=C(\N)c1cccc([N+](=O)[O-])c1)S(=O)(=O)c1ccccc1	0%	u	3%	-20%	-7%	-27%	31%[activator][38.3 µM]
Cc1ccc(NC(=S)NCCc2ccccc2)nc1	-18%	0%	-9%	14%	-4%	x	11%

Look-ups from the entries so far.
In GAA spleen mod, `CCCCOC(=O)c1ccc(NC(=O)C(=O)NCc2ccco2)cc1` is entered as -2%
In GAA spleen mod, `CCc1ccccc1N1C(=O)C2CC(C)=C(C)CC2C1=O` (configuration not stated) is entered as -10%
In HTT cytoprotect, `FC(F)(F)c1cnc(-n2cc[nH]c2=S)c(Cl)c1` is entered as 23%

New compounds follow:
SMILES	GAA spleen mod	HttQ103 aggreg	RGS12 GoLoco inh	GAA glycogen	GAA inhib	HTT cytoprotect	IMPase Li inh
Cc1cc(C)c2c(c1)OC(=O)CC2c1ccccc1C (configuration not stated)	-3%[119 µM]	x	3%[88.7 µM]	x	x	-6%[96.6 µM]	16%
CCCCc1ccc(NC(=O)C2CCN(S(C)(=O)=O)CC2)cc1	-12%	11%	4%	5%	-5%	5%	-7%[38.3 µM]
COc1cc2c(cc1NC(=O)CSCC(=O)O)oc1ccccc12	-15%	-6%	3%	1%	u	-35%	-4%[38.3 µM]
CCN(CC)C1=CC(=O)OC12CCCCC2	-6%	9%	-70%	4%	-1%	-7%	0%[38.3 µM]
Cc1cccc(-c2cc3nc4c(c(N5CCCC(O)C5)n3n2)CCC4)c1 (configuration not stated)	-10%	-29%	3%	-3%	-7%	21%[10 µM]	7%[38.3 µM]
CC1C2CC(C(S(=O)(=O)N3CCOCC3)C2=O)C1(C)C (configuration not stated)	1%	15%	8%	-7%	3%	0%	-1%[38.3 µM]
CCOc1ccc(NC(=O)NC(=O)N(C(C)C)S(C)(=O)=O)cc1	-2%	2%	-4%	5%	-2%	-17%	-3%
CC(C)(C)c1nc(SCC(=O)Nc2ccc(N3CCOCC3)cc2)c2ccccc2n1	3%	u	-5%	10%	2%	27%	17%[38.3 µM]
Cc1ccccc1OCC(=O)NC(=S)Nc1ccc(N2CCCC2)cc1	-3%	-11%	19%	1%	2%	-23%	18%
Cc1ccc(-c2ccc(/C=C3\C(=O)ON=C3c3ccccc3)o2)c([N+](=O)[O-])c1	-12%	-16%	14%	-13%	u	-35%	21%[38.3 µM]
CC(C)(C)c1cc(/C=C(\C#N)C(N)=S)cc(C(C)(C)C)c1O	2%&-7%&3%	x	104%&144%&66%[activator]	x	x	-50%[inhibitor]	22%&78%&14%
CN1CCc2nc(SCCOc3ccccc3)c(C#N)cc2C1	1%	6%	12%	14%	-9%	3%[10 µM]	12%[38.3 µM]
COc1ccc(C(=O)C2CCCN(C(=O)COc3ccc(C(C)=O)cc3)C2)cc1F (configuration not stated)	4%	x	5%	8%	11%	x	7%
COc1cc(/C=C(\C#N)C(=O)c2c[nH]c3ccccc23)cc(OC)c1O	-1%	0%	194%[activator]	-15%	-2%	-21%	5%
CCOC(=O)N1CCN(CCC(=O)Nc2cc(OC)cc(OC)c2)CC1	-1%	32%	14%	0%	-1%	41%[10 µM]	-2%
O=S1(=O)C=CC(c2ccccc2)C1 (configuration not stated)	5%	-20%[9.22 µM]	5%	-10%	x	8%[10 µM]	x
O=C(CNC(=S)N(Cc1ccccc1)Cc1cccnc1)N1CCOCC1	7%	3%	-6%	-3%	-3%	-14%	-9%
Cc1ccccc1OCc1nc(-c2ccccc2)no1	-7%	3%	3%	-17%	-10%	-8%	43%[activator][38.3 µM]
S=c1[nH]cc(-c2ccccc2)n1-c1ccccc1Cl	-4%	-6%	7%	-8%	-4%	x	0%
COc1ccc(/C=C(/C(=O)Nc2ccccc2C(=O)NC(C)C)c2ccccc2)cc1	-10%	-22%	3%	-8%	-11%	-35%	9%[38.3 µM]
COc1ccc(CC(=O)Nc2ccc(/C(C)=N/NC(=O)c3cccc([N+](=O)[O-])c3)cc2)cc1	4%	11%	8%	-10%	3%	-5%[10 µM]	-3%
CNc1nc(N)c([N+](=O)[O-])c(NCC2CCCO2)n1 (configuration not stated)	4%	24%[9.22 µM]	3%	5%	0%	18%[10 µM]	x
COc1ccc(C2=NOC(Cn3c(Cc4ccc(Cl)cc4)nc4c3c(=O)n(C)c(=O)n4C)C2)cc1 (configuration not stated)	0%	30%[9.22 µM]	0%	2%	-13%	14%[0.074 µM]	4%[38.3 µM]
Cc1cc(CNC(=O)COc2cc(F)ccc2[N+](=O)[O-])c2ccccc2n1	-4%	u	8%	-10%	6%	-47%[inhibitor]	6%
Cc1cc(/C=C(\C#N)C(=O)O)c(C)n1-c1ccc(Br)cc1	-3%	14%[9.22 µM]	5%	4%	x	-1%[10 µM]	x
COc1nc(Nc2ccc(C(C)=O)cc2)nc(OC)n1	-9%	u	11%	-2%	-6%	13%	15%[38.3 µM]
O=C(Nc1ccccn1)c1ccc2c(c1)OCO2	-3%	7%	7%	-8%	-4%	0%[10 µM]	3%
O=C(Cc1ccc(-n2c(=O)c3sccc3n(CC(=O)Nc3ccccc3)c2=O)cc1)NCc1ccco1	-8%	26%[9.22 µM]	10%	8%	6%	-27%	-4%
O=C(NNC(=O)C1CCN(c2ncccn2)CC1)c1ccccc1	9%	14%[9.22 µM]	11%	17%	-5%	15%[10 µM]	-8%
O=C(CSCc1ccccc1)Nc1ccc2c(c1)OCO2	5%	-12%	0%	3%	-1%	5%	4%
CCOC(=O)c1oc2ccccc2c1NC(=O)C1CCCCC1	-19%	-21%	-1%	-2%	0%	8%	32%[activator][38.3 µM]
CCOc1ccc(S(=O)(=O)Nc2ccccc2C(=O)NCC2CCCO2)cc1 (configuration not stated)	-12%	-4%	-6%	9%	0%	-4%	-5%[38.3 µM]
COc1ccc(-c2nnc(Nc3nc4c(OC)cccc4s3)o2)c(OC)c1	21%	29%	12%	-2%	-5%	10%[10 µM]	4%
N/C(=N\OC(=O)CCC1CCCCC1)c1ccc([N+](=O)[O-])cc1	0%	-10%	9%	-3%	-5%	-4%	-10%[38.3 µM]
Cc1cc([N+](=O)[O-])cnc1Sc1nccn1C	6%	13%	8%	0%	-1%	x	1%
Cc1cc(NC(=S)Nc2cccc3ccccc23)n[nH]1	1%	1%	-3%	-20%	-21%	x	-2%
Cc1occc1C(=O)N/N=C/c1ccccn1	4%	0%[9.22 µM]	4%	3%	8%	-5%[10 µM]	2%
CCc1nc(OCc2ccco2)c2sc3nc4c(cc3c2n1)COC(C)(C)C4	-4%	u	-10%	-1%	-4%	-43%[inhibitor]	18%[38.3 µM]
CN1Cc2cccc3c2C(Cc2ccccc2S3)C1 (configuration not stated)	-20%	5%	12%	6%	-7%	x	-9%

Profiles as entered above.
Listed for N/C(=N\OC(=O)CCC1CCCCC1)c1ccc([N+](=O)[O-])cc1 : GAA spleen mod = 0%; HttQ103 aggreg = -10%; RGS12 GoLoco inh = 9%; GAA glycogen = -3%; GAA inhib = -5%; HTT cytoprotect = -4%; IMPase Li inh = -10%[38.3 µM]
Listed for Cc1cc(/C=C(\C#N)C(=O)O)c(C)n1-c1ccc(Br)cc1 : GAA spleen mod = -3%; HttQ103 aggreg = 14%[9.22 µM]; RGS12 GoLoco inh = 5%; GAA glycogen = 4%; GAA inhib = x; HTT cytoprotect = -1%[10 µM]; IMPase Li inh = x

Screening data deposited in PubChem by National Center for Advancing Translational Sciences (NCATS).
